BRCT inh green: blocks human BRCA1 BRCT binding to phosphopeptide, green readout; BRCA1 BRCT-phosphopeptide binding, green fluorescence polarization; Potency, µM (titrated, usually from 76.9 µM), for inactives: top-dose activity change, negative = inhibition, actives largely listed as inhibitors; AID 875; P38398; hit rate 0.05% among 75,000;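 also: potency is read from the fitted curve at half-maximal effect; plate controls were peptide without protein for full effect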
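Fluorescence polarization: His-tagged BRCT (~35 kDa BRCA1 C-terminus, 250 nM) bound to 100 nM fluorescein-labeled phosphorylated 10-aa BACH1 peptide, pH 7.3 phosphate buffer with DTT and Tween 20. Compounds incubated 12 min at room temperature; inhibition read as lowered polarization.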
Casp7 inh: blocks human caspase-7 allosterically or competitively | P55210 | Potency, µM (series often up to 57.5 µM), inactives show at the top dose activity change, negative = inhibition, hits mostly inhibitors | hit rate 0.02% among 75,000 | recombinant caspase-7, Ac-DEVD-AFC fluorescence rate | AID 889; active = well fitted inhibition curve with a large enough effect in the main read-out, with a control signal flat, not every such curve was filed as active; inconclusive = small, poorly fitted or top-dose-only effect, or a change in a side signal; also: potency is read from the fitted curve at half-maximal effect; % of control where 0% means no effect
Casp1 inh: blocks human caspase-1 allosterically or competitively; P29466; Caspase-1 enzyme, Ac-WEHD-AFC fluorogenic rate; Potency, µM (titrated, usually from 57.5 µM), inactives show top-dose activity change, negative = inhibition, actives largely listed as inhibitors; hit rate 0.03% among 75,000; AID 900;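 also: potency is read from the fitted curve at half-maximal effect; plate controls were vehicle for no effect and no substrate for full effect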
Tau fil binding: binders of human tau filaments. P10636. recombinant tau filaments, thioflavin S fluorescence, 15 h; filaments grown with octadecylsulfate alongside compound. Potency, µM (series often up to 57.1 µM), without a hit: top-dose activity change, negative = inhibition. hit rate 2% among 71,000. AID 596;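 also: potency is read from the fitted curve at half-maximal effect; % is scaled to controls: 0 for no effect and ±100 for the full control effect; actives lower thioflavin S fluorescence by blocking filaments or displacing dye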
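Quantitative HTS: thioflavine S signal from ODS-induced tau filaments, excited at 450 nm, emission 510 nm. Conditions: 1 uM tau, 30 uM ODS, 15 h at 37 C, pH 7.4.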
DNA Pol III inh: inhibitors of bacterial DNA polymerase III holoenzyme. reconstituted DNA polymerase III holoenzyme replication, biochemical. hit rate 0.25% among 71,000. AID 603. Potency, µM (titrated, usually from 57.1 µM), for the others: at the top dose activity change, negative = inhibition; also: potency is read from the fitted curve at half-maximal effect; % is scaled to controls: 0 for no effect and ±100 for the full control effect
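Reconstituted *E. coli* holoenzyme (0.35 nM Pol III, 1 nM beta, 154 nM SSB, 2 nM primase) was preincubated with compound for 15 min at RT. Synthesis on 1.4 nM ssM13Gori ran 35 min, then was stopped with PicoGreen/EDTA and read as dsDNA fluorescence.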
HADH2 inhib: inhibitors of human HADH2 dehydrogenase. recombinant HADH2, NADH fluorescence, beta-hydroxybutyryl-CoA. Q99714. Potency, µM (series often up to 57.1 µM), for inactives: at the highest dose activity change, negative = inhibition, most hits filed as inhibitors. hit rate 3.4% among 73,000; also: potency is read from the fitted curve at half-maximal effect; % is scaled to controls: 0 for no effect and ±100 for the full control effect; nearly all actives have a fitted effect of over 60% in size; many of its hits are not listed in these tables
Target sequence (Q99714 whole entry, looked up, one chain of several): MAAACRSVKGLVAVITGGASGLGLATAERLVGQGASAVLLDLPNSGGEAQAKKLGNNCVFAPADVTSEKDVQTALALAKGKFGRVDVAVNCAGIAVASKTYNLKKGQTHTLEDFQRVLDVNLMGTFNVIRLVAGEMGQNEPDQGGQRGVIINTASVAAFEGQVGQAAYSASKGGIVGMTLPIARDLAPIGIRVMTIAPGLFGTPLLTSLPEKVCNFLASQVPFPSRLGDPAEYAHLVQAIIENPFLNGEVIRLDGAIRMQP
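Buffer 100 mM Tris-HCl pH 9.0/0.01% Tween-20; HADH2 20 nM; NAD+ 1 mM; beta-hydroxybutyryl-CoA 90 uM (all final). 15 min cpd preincubation, RT.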
Rhodamine fluor: compound autofluorescence in rhodamine spectral region; Rhodamine-region fluorescence, 547/598 nm, Tris buffer; hits give high values; max dye-equivalent concentration, M; hit rate 0.05% among 59,000; AID 594; in the data active = max dye-equivalent concentration above about 11 nM; inconclusive = between about 1.1 nM and that limit
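A six-point rhodamine series on each plate calibrates the signal. Compounds sit in 100 mM Tris (pH 8.0) for 15 min at ambient temperature before imaging through 547 nm/598 nm filters.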
BRCT PPI red: disrupts BRCA1 BRCT binding to phosphoprotein, red fluorophore readout; P38398; Potency, µM (top dose mostly 76.9 µM), for the others: top-dose activity change, negative = inhibition, usual class: inhibitors; BRCT-phosphopeptide binding, red fluorescence polarization; AID 892; hit rate 0.03% among 75,000; also: % is scaled to controls: 0 for no effect and ±100 for the full control effect
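Rhodamine-labelled pBACH1 10-mer (100 nM) bound to BRCT domain (100 nM) at pH 7.3; compounds incubated 12 min room temperature, polarization read. Free peptide defines full inhibition; unlabelled decapeptide titrated as control.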
ALOX15 inhib: inhibitors of human 15-lipoxygenase (ALOX15) | Potency, µM (highest dose often 57.1 µM), inactives show at the top dose activity change, negative = inhibition, usual class: inhibitors | purified 15hLO-1, xylenol orange hydroperoxide absorbance | P16050 | hit rate 1.4% among 74,000; also: potency is read from the fitted curve at half-maximal effect; % is scaled to controls: 0 for no effect and ±100 for the full control effect; nearly all actives have a fitted effect of over 55% in size
Target sequence (P16050 whole entry, looked up): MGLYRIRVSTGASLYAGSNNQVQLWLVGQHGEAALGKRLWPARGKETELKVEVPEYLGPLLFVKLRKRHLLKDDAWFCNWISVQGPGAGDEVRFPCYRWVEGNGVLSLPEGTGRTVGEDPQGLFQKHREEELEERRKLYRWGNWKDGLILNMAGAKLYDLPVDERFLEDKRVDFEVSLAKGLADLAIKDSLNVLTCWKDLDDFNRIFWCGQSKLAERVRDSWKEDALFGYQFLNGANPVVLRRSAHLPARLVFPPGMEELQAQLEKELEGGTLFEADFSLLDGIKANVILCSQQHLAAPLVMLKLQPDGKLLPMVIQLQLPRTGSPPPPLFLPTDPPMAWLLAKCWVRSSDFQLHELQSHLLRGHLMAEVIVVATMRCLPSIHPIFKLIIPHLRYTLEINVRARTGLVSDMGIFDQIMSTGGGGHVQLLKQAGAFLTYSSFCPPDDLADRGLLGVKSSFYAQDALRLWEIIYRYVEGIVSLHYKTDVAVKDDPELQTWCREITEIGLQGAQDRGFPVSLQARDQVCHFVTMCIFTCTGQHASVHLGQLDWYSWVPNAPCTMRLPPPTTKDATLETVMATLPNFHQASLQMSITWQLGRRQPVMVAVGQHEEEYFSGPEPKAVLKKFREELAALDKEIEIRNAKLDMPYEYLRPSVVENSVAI
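Inhibition is scored from a chromogenic endpoint. After 15 min enzyme-compound contact, arachidonic acid (50 uM final) reacts 6 min with 40 nM 15hLO-1 at room temperature, then Fe-XO reagent is added for 30 min and absorbance ratio recorded.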
USP2a inhib: USP2a (human) protease inhibition. O75604. USP2a enzymatic assay, qHTS inhibition. Potency, µM (doses to about 38.3 µM), inactives show at the highest dose activity change, negative = inhibition, hits mostly inhibitors. hit rate 0.1% among 60,000. AID 927;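 also: potency is read from the fitted curve at half-maximal effect; nearly all actives have a fitted effect of over 60% in size; plate controls were DMSO for no effect and NEM full inhibition control for full effect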
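Coupled readout: USP2-cleaved Ub-PLA2 (20nM final) turns over NBD C6-HPC (20uM final), Ex 460nm/Em 535nm after 2.5 h, time-zero read flagging artifacts. Enzyme (20nM final, pH 8.0 Tris) given 30 min RT with compound first; NEM defines full inhibition.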
HEK293 cAMP cs: raises cAMP in parental HEK293 cells, TSHR agonist counter-screen; parental HEK293 CNG cAMP sensor, membrane potential fluorescence; Potency, µM (top dose mostly 57.1 µM), for the others: top-dose activation, most hits filed as activators; hit rate 2.5% among 73,000; also: potency is read from the fitted curve at half-maximal effect; % of control where 0% means no effect; nearly all actives have a fitted effect of over 55% in size
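Parental HEK 293 cells stably expressing a cAMP-gated CNG channel were loaded with membrane potential dye containing 100 uM RO 20-1724 for 60 min. Compound added for 30 min; depolarization read as fluorescence intensity at 590 nm.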
An asterisk follows results filed as active; i = inactive; ? = inconclusive; / = not tested or not shown; [ ] = dose if it differs, or a comment. Unless noted, calls follow the shape of the dose curve; as a rule, active = well fitted curve in the direction sought with a large enough effect; inconclusive = small, poorly fitted or top-dose-only effect, or another doubt; inactive = no such curve, though single readings can be large; an effect the other way counts as inactive or inconclusive. This is a subset; count on the stated rates, not on these rows.

SMILES	BRCT inh green	Casp7 inh	Casp1 inh	Tau fil binding	DNA Pol III inh	HADH2 inhib	Rhodamine fluor	BRCT PPI red	ALOX15 inhib	USP2a inhib	HEK293 cAMP cs
CCCN1CC23C=CC(O2)C(C(=O)O)C3C1=O (stereo not drawn)	-1.2%	2%	0%	-4%	-13%	3%	/	0.8%	-28%	/	0%
Cc1c(Cl)cccc1NC(=O)CC(C(=O)O)C1CCCO1 (stereo not drawn)	-1.2%	0%	-1%	-2%	-3%	-11%	i	0.2%	4%	1%	-1%
O=C(Nc1ccccc1N1CCN(C(=O)c2ccc(Cl)cc2)CC1)c1ccc2c(c1)OCO2	1.4%	-2%	-3%	2%	7%	-13%	i	-0.6%	-15%	34%[activator]	12%
CCOC(=O)C1CCN(CC(=O)Nc2c(C(=O)OC)[nH]c3ccccc23)CC1	-0.6%	1%	-2%	-1%	4%	-7%	i	-0.2%	-3%	18%	16%
Cc1ccc2nc(-c3ccc(NC(=O)c4ccco4)cc3)[nH]c2c1	1.5%	-3%	-7%	i	-28%	-24%	i	3.4%	-5%	18%	9%
COc1ccc(C2CC(=O)C3=C(C2)NC(C)=C(C#N)C3c2ccc(N(C)C)cc2)cc1 (stereo not drawn)	27%	-25%	?	?	-8%	-7%	/	-2.1%	?	/	-4%
CCOc1ccc(NC(=O)Nc2cc(C)ccc2OC)cc1	-0.2%	-1%	1%	173%	1%	9%	i	-0.5%	3%	4%	-12%
CC(C)OCCCNc1ncnc2c1[nH]c1ccc(F)cc12	-0.8%	1%	-1%	8%	3%	93%[activator]	i	-1.9%	-3%	27%	?
Cc1cc(NC(=O)CCC2COc3ccccc3O2)no1 (stereo not drawn)	0.2%	-2%	-2%	0%	-4%	-14%	i	-0.8%	3%	8%	14%
COc1ccc(C(C)=O)cc1COC(=O)c1cccc(N(C)C)c1	-3.6%	-1%	6%	9%	-2%	22%	i	-0.7%	-19%	-10%	?
Cc1ccc2c(c1)N(CCCC(=O)NCc1ccc3c(c1)OCO3)C(=O)CO2	-1.8%	-2%	-1%	-3%	-1%	-2%	/	0.5%	8%	/	11%
CCOC(=O)c1ccc(N2C(=O)CC(C(=O)OC)=C2C)cc1	3.0%	1%	-1%	-5%	-2%	1%	i	-1.5%	2%	19%	-1%
COc1ccc(N2CC(O)=C(c3nc4ccccc4s3)C2=N)cc1	-0.1%	-3%	-1%	100%	-6%	2%	i	1.0%	5%	3%	-8%
COc1ccc(C2CC(=O)c3cnc(NC(=O)c4ccccc4)nc3C2)c(OC)c1 (stereo not drawn)	-1.5%	0%	-2%	-25%	1%	5%	i	1.4%	-1%	25%	20%
CC(=O)Oc1cccc(N2C(=O)CC(Nc3ccc(N4CCOCC4)cc3)C2=O)c1 (stereo not drawn)	0.1%	-3%	-3%	-23%	-14%	16µM*	i	-1.7%	?	6%	-8%
CCCc1cc(C(=O)NCCc2ccc(OC)c(OC)c2)no1	-2.8%	-3%	0%	7%	-6%	4%	/	-1.5%	4%	/	2%
COC(=O)c1ccc(C2CC(=O)NC3=C2C(=O)CCC3)cc1 (stereo not drawn)	0.8%	-3%	1%	-4%	2%	5%	i	0.7%	15%	-3%	-3%
COc1cccc(-c2cc(NCc3cccnc3)ncn2)c1	2.3%	-2%	0%	0%	-5%	-6%	i	0.6%	?	23%	?
CC1=NN(C(=O)c2ccncc2)C(=O)[C@@H]1N=Nc1ccc2ccccc2c1	-0.9%[15.4 µM]	-1%[11.5 µM]	0%[11.5 µM]	1.6µM*	1%[11.4 µM]	-4%[11.4 µM]	i	0.2%[15.4 µM]	0%[11.4 µM]	/	-2%[11.4 µM]
c1ccc(NC(=NCc2ccco2)c2ccccc2)cc1	-0.5%	-2%	-2%	-2%	-3%	5%	i	-0.4%	4%	-6%	25%
COc1cc(Br)cc(-c2nc3c(c(=O)[nH]c(=O)n3Cc3ccccc3)n2C)c1O	0.1%	-1%	-5%	13%	-5%	-12%	i	1.1%	-13%	23%	4%
CN1/C(=C/C(=O)C2CCC2)Sc2ccccc21	-4.5%	0%	2%	-21%	-3%	?	i	0.2%	?	-1%	-2%
Cc1ccc(CN(Cc2cccnc2)C(=O)CN2C(=O)COc3ccccc32)o1	2.6%	2%	1%	6%	5%	15%	i	0.0%	-2%	5%	?
Cc1cccc(Nc2n[nH]c(=S)s2)c1C	-0.1%	-5%	1%	4%	5%	?	i	-0.3%	10µM*	5%	14%
O=C(CN(Cc1ccc2c(c1)OCO2)C(=O)CNS(=O)(=O)c1ccccc1)NCC1CCCO1 (stereo not drawn)	-0.9%	7%	1%	0%	44%	6%	i	-1.6%	5%	-5%	-1%

Among those listed so far, these have a COOH group:
SMILES	BRCT inh green	Casp7 inh	Casp1 inh	Tau fil binding	DNA Pol III inh	HADH2 inhib	Rhodamine fluor	BRCT PPI red	ALOX15 inhib	USP2a inhib	HEK293 cAMP cs
CCCN1CC23C=CC(O2)C(C(=O)O)C3C1=O (stereo not drawn)	-1.2%	2%	0%	-4%	-13%	3%	/	0.8%	-28%	/	0%
Cc1c(Cl)cccc1NC(=O)CC(C(=O)O)C1CCCO1 (stereo not drawn)	-1.2%	0%	-1%	-2%	-3%	-11%	i	0.2%	4%	1%	-1%

Random excerpt: 4 entries already listed.
SMILES	BRCT inh green	Casp7 inh	Casp1 inh	Tau fil binding	DNA Pol III inh	HADH2 inhib	Rhodamine fluor	BRCT PPI red	ALOX15 inhib	USP2a inhib	HEK293 cAMP cs
Cc1c(Cl)cccc1NC(=O)CC(C(=O)O)C1CCCO1 (stereo not drawn)	-1.2%	0%	-1%	-2%	-3%	-11%	i	0.2%	4%	1%	-1%
CCOC(=O)C1CCN(CC(=O)Nc2c(C(=O)OC)[nH]c3ccccc23)CC1	-0.6%	1%	-2%	-1%	4%	-7%	i	-0.2%	-3%	18%	16%
COc1ccc(C(C)=O)cc1COC(=O)c1cccc(N(C)C)c1	-3.6%	-1%	6%	9%	-2%	22%	i	-0.7%	-19%	-10%	?
Cc1cc(NC(=O)CCC2COc3ccccc3O2)no1 (stereo not drawn)	0.2%	-2%	-2%	0%	-4%	-14%	i	-0.8%	3%	8%	14%

(continued)
SMILES	BRCT inh green	Casp7 inh	Casp1 inh	Tau fil binding	DNA Pol III inh	HADH2 inhib	Rhodamine fluor	BRCT PPI red	ALOX15 inhib	USP2a inhib	HEK293 cAMP cs
O=C(O)CSCc1cccc2ccccc12	0.9%[15.4 µM]	-1%[11.5 µM]	-2%[11.5 µM]	-1%[11.4 µM]	-1%[11.4 µM]	9%[11.4 µM]	i	0.4%[15.4 µM]	-20%[11.4 µM]	/	12%[11.4 µM]
COc1cccc(N(CC(=O)N2CCN(C)CC2)S(=O)(=O)c2ccc(C)cc2)c1	-1.3%	-2%	1%	-5%	-7%	8%	i	-1.0%	7%	46%[activator]	6%
Nc1cc(C(=O)O)ccc1Nc1ccccc1	0.1%	-4%	-2%	-16%[11.4 µM]	4%[11.4 µM]	?	/	-0.7%	-9%[11.4 µM]	0%[7.66 µM]	9%[11.4 µM]
CC(=C1C(=O)c2ccccc2C1=O)N1CCC(C(N)=O)(N2CCCCC2)CC1	-0.5%	-5%	-4%	-3%	-3%	-11%	i	0.6%	-3%	-2%	-3%
C=CCn1c(SCC(=O)O)nnc1-c1ccc(C(C)(C)C)cc1	1.6%	1%	1%	-10%	-4%	2%	i	-0.6%	0%	5%	16%
COc1ccc(NC(=O)N2CC3(CCN(S(C)(=O)=O)CC3)C2)cc1	-3.8%	-2%	0%	1%	-4%	-6%	i	-2.0%	-2%	16%	14%
CC(C)OCCCNC(=O)CN1CCN(Cc2ccccc2Cl)C1=O	0.4%	-5%	1%	1%	-3%	-2%	i	1.8%	2%	7%	?
O=c1c(O)c(-c2ccc(O)c(O)c2)oc2c(OC[C@@H]3O[C@@H](O)[C@@H](O)[C@H](O)[C@H]3O)c(O)cc(O)c12	-0.5%	-3%	1%	/	/	/	/	-4.9%	?	/	/
Cc1nc2ccc(S(=O)(=O)NCC(=O)N3CCCCC3)cc2s1	-2.9%	1%	1%	7%	-3%	-28%	i	0.7%	5%	4%	7%
CC(C)C(C(=O)NC1CCCCC1)N(CC1CCCO1)C(=O)CNS(=O)(=O)c1ccc(F)cc1 (stereo not drawn)	1.7%	0%	0%	-4%	-1%	0%	i	-0.3%	6%	8%	12%
O=CNCC(=O)NCCc1ccc(Cl)cc1	-2.7%	1%	1%	-6%	-2%	4%	i	-1.2%	-1%	-7%	2%
